Sm TGR block = blocks Schistosoma mansoni thioredoxin glutathione reductase; Q962Y6; purified TGR, DTNB reduction, TNB absorbance 405 nm; Potency, µM (doses to about 114 µM), for inactives: at the top dose activity change, negative = inhibition, hits mostly inhibitors; actives 3% (n = 360,000); AID 485364; further: potency means the concentration at half of the fitted maximal effect; nearly all actives have a fitted effect of over 60% in size
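TGR 20 nM + NADPH 100 uM (dispensed conc.), cpd preinc 15 min RT; start with NADPH (500 uM addition) then DTNB (15 mM addition). Kinetic TNB absorbance, 405 nm filter. Four-parameter Hill fit across titration.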
AMA1-RON2 inh = AMA1-RON2 (P. falciparum) interaction inhibition. AlphaScreen AMA1-biotinylated RON2 peptide binding. Potency, µM (top dose mostly 58.2 µM), for inactives: at the top dose activity change, negative = inhibition, actives largely listed as inhibitors. AID 720542. actives 0.2% (n = 360,000);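 further: potency means the concentration at half of the fitted maximal effect; 0% = vehicle wells and -100% = peptide control; nearly all actives have a fitted effect of over 45% in size; some results filed as inactive show a strong effect at the top dose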
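AMA1 (3D7) with his tag at 25 nM final met compounds first, then biotinylated RON2 peptide at 25 nM; detection used donor plus acceptor beads, 10 µg/mL apiece, read by AlphaScreen after 30 min at room temperature.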
AmpC inh detg = AmpC beta-lactamase inhibition with detergent present. P00811. AmpC hydrolysis of nitrocefin, absorbance 480 nm, 0.01% Triton. Potency, µM (series often up to 114 µM), inactives show top-dose activity change, negative = inhibition, usual class: inhibitors. actives 0.041% (n = 370,000). AID 485294;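 further: potency means the concentration at half of the fitted maximal effect; 0% = no-compound wells and -100% = no-enzyme wells; nearly all actives have a fitted effect of over 25% in size; some results filed as inactive show a strong effect at the top dose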
Target sequence (P00811 whole entry, looked up): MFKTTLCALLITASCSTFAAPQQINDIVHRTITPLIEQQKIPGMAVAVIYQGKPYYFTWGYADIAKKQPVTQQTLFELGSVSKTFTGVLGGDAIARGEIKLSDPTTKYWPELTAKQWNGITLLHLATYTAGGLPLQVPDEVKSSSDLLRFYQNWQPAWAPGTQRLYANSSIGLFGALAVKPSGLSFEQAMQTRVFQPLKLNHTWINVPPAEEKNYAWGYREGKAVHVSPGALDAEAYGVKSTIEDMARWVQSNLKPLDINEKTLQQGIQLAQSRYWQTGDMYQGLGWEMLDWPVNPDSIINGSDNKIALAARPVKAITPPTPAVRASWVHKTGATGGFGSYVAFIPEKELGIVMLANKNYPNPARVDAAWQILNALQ
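AmpC (5.3 nM in the dispensed reagent) in 20 mM phosphate pH 7.0 with 0.01% (detergent screen) or 0.0001% Triton X-100 was preincubated with compounds for 15 min at room temperature. Nitrocefin was then added from an 800 uM solution, and hydrolysis was followed at 480 nm.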
HCMV antiviral = human cytomegalovirus inhibition | actives 4.5% (n = 410,000) | activity change, negative = inhibition, % at 57.5 µM | HFF cells, HCMV-luciferase reporter, 72 h; active compounds read low; in the data active means activity change below about -60%; inconclusive means no clear call, values can overlap the other calls; inactive means above about -39%
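Luciferase read-out from HCMV-luciferase-infected HFFs (MOI 1 PFU/cell) 72 h post infection at 37C; compounds added after 16 h cell attachment; activity normalized between buffer-only basal and Salinomycin (10uM) inhibitor controls.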
HCV inh = HCV inhibition; AID 651820; Potency, µM (highest dose often 41.8 µM), inactives show at the top dose activity change, negative = inhibition, most hits filed as inhibitors; Huh7.5.1 HCVcc-Cre infection, luciferase reporter, 44 h; actives 3.4% (n = 340,000); further: potency means the concentration at half of the fitted maximal effect
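HCVcc-Cre virus at an moi near 0.5 was added right after compound to cells cultured 4 h from seeding (1,000 cells/well). Luciferase activity was determined 44 h later, 15 min after substrate addition at RT.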
Giardia FBPA inh = inhibitors of Giardia lamblia fructose-1,6-bisphosphate aldolase. A8B2U2. purified Giardia FBPA. actives 0.71% (n = 290,000). Potency, µM (top dose mostly 59.6 µM), for the others: top-dose activity, negative = inhibition, usual class: inhibitors. AID 2451; further: potency means the concentration at half of the fitted maximal effect; nearly all actives have a fitted effect of over 55% in size
Target sequence (A8B2U2 whole entry, looked up): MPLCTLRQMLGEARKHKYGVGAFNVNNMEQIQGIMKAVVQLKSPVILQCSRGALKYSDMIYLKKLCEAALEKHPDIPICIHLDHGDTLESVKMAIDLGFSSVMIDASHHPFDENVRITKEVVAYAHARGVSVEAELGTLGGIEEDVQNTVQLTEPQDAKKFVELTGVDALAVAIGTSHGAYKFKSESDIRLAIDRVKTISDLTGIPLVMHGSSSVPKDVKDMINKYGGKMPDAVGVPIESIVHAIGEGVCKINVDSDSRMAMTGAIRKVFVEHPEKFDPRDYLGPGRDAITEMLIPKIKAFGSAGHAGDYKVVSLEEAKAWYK
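Giardia FBPA (40 nM reagent) was preincubated 10 min at RT with compound (up to 57.5 uM final), then substrate plus GAPDH/TPI/NAD/arsenate coupling system with diaphorase/resazurin was added; resorufin fluorescence (525/598 nm) was read after 20 min.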
* hit, by the source's call; u = inconclusive; x = not tested or not shown; & = joins results of further samples; [ ] = remark or other dose. Unless noted, the call rests on the fitted dose curve; in most records, active means well fitted curve in the direction sought with a large enough effect; inconclusive means small, poorly fitted or top-dose-only effect, or another doubt; inactive means no such curve, though single readings can be large; an effect the other way counts as inactive or inconclusive. Unless noted, on the % scale 0 is the no-effect control and ±100 the full control effect.

SMILES | Sm TGR block | AMA1-RON2 inh | AmpC inh detg | HCMV antiviral | HCV inh | Giardia FBPA inh
CC(=O)N(C)c1ccc(OCC(O)Cn2c3ccc(Cl)cc3c3cc(Cl)ccc32)cc1 (centres undefined) | 9% | 71%[activator] | 1% | x | 0.89µM* | -6%
Cc1nc([N+](=O)[O-])c(SCC(O)CCl)n1Cc1ccc(Cl)cc1 (centres undefined) | x | 2% | 0% | -15 | 5% | 0%
O=C(Nc1ccccc1N1CCCC1)c1ccc(Cl)c(S(=O)(=O)N2CCOCC2)c1 | -7% | 4% | -14% | -5 | u | x
CC1=C(C(=O)Nc2ccccc2C(=O)NC2CCCCC2)SCCO1 | 5% | 3% | -1% | -16 | u | x
Cc1cccc(Cn2cc(C(=O)Nc3ccc(S(N)(=O)=O)cc3)ccc2=O)c1 | 11% | x | 5% | -24 | x | x
COc1ccc2c(c1)c(C(=O)N/N=C/c1cccc(O)c1)c(C)n2C | 1% | -6% | -12% | u | -17% | -13%
COc1cccc(-n2cc(CNCc3c(C(=O)N(C)C)nc4ccc(Cl)cn34)cn2)c1 | -6% | -4% | -6% | -1 | u | 7%
O=C1CCC(=O)N(c2ccccc2)N1 | -14% | 5% | -15% | -5 | 8% | -2%
Cc1cc(C)n2[nH]c(=O)c(N=Nc3ccc(S(N)(=O)=O)cc3)c2n1 | 8% | 40%[activator] | 6% | -24 | 7% | u
Cc1c(C(=O)OCC(=O)Nc2ccc(S(N)(=O)=O)cc2)oc2c1ccc1ccccc12 | -21% | -5% | 0% | -9 | u | -2%
O=C(COCc1cc(-c2cccs2)on1)NCc1ccccc1Cl | -3% | x | 5% | 1 | x | x
COc1ccc2cc(C(=O)NCCO)sc(=O)c2c1OC | 1% | -7% | 2% | -5 | 14% | -1%
Cc1ccc(S(=O)(=O)Cc2ccc(C(=O)N3CCC(C)CC3)cc2)cc1 | -16% | -18% | 2% | -20 | 10% | x
CC(C)C(=O)NC(=S)Nc1ccccc1N1CCN(C(=O)c2ccc(Cl)cc2)CC1 | u | 0% | 7% | 1 | 3% | -6%
CCOC(=O)C1C(=O)NCC2CCCC21 (centres undefined) | 31% | -1% | u | 18 | -4% | 4%
COc1ccc(-c2cc(C(=O)N/N=C/c3sccc3C)c3ccccc3n2)c(OC)c1 | 4% | 0% | -10% | -63* | u | -1%
N#Cc1ccc(C(=O)CN2CCN(c3ccccc3)CC2)cc1 | 7.1µM* | -25% | 2% | -31 | -4% | x
CSc1nnc(CSCc2ccc(Cl)cc2Cl)n1-c1ccccc1 | 1% | -3% | -2% | 29 | -25% | -6%
CCN(CC)C(=O)Cn1c(C)c(/C=C/c2cc[n+](C)cc2)c2ccccc21 | -23% | 11% | u | -3 | 12% | -1%
Cc1ccc(NC(=O)Cn2nc(-c3ccc(F)cc3)c3cnc4ccc(C)cc4c32)cc1 | 4% | x | 17% | 48 | x | x
O=C(c1ccccc1)c1ccc(N2CCCC2)cc1 | -1% | 33%[activator] | u | 130 | -24% | 1%
CC(Oc1cc(F)ccc1[N+](=O)[O-])C(=O)Nc1ccc(S(=O)(=O)N2CCCC2)cc1 (centres undefined) | 0% | -9% | -8% | 18 | u | 3%
O=C(NC1CCN(S(=O)(=O)c2ccccc2F)CC1)c1ccco1 | -2% | -16% | 6% | -28 | 7% | 6%
O=C(COC(=O)c1ccccc1)NC1CCCCCC1 | x | 0% | x | 12 | 9% | x
O=C(c1cc(F)c(F)c(F)c1F)N1CCN(C(=O)C2CCCO2)CC1 (centres undefined) | x | -6% | x | 59 | -4% | x
Cc1ccc(CN2CC(C(=O)NCCC3=CCCCC3)CC2=O)cc1 (centres undefined) | -13% | 3% | -3% | -17 | 5% | x
Cc1[nH]c2ccccc2c1C(=O)Cn1c(=O)oc2ccccc21 | 2% | 2% | u | 7 | 12% | -9%
CCCn1c(C)cs/c1=N\C(=S)Nc1ccccc1 | -15% | -11% | -12% | 2 | 5% | 1%
Cc1cccc2cc(COC(=O)C(C)C)c(=O)[nH]c12 | 0% | 5% | u | 22 | 11% | -2%
O=C(c1c[nH]c(C(=O)C(Cl)(Cl)Cl)c1)c1c(F)cccc1F | 5% | -6% | -3% | -80* | 9% | 2%
O=[N+]([O-])c1ccccc1/C=N/Nc1nccnc1Cl | 3% | 9% | -4% | 79 | 6% | -1%
COC(=O)C(NC(=O)c1ccccc1C(=O)O)c1ccc2ccccc2c1 (centres undefined) | 6% | 45%[activator] | 1% | 3 | 14% | -3%
O=C1OCCC1Sc1ncnc2sccc12 (centres undefined) | -16% | -2% | 1% | -3 | -10% | 3%
O=S(=O)(Nc1cccc(-c2ccc3nncn3n2)c1)c1cc(F)ccc1F | 7% | -8% | 0% | 0 | 10% | x
Cc1ccc(-c2nc3sc(C#N)c(N)n3c(=O)c2C#N)cc1 | x | -1% | 1% | 142 | -16% | 2%
O=C1c2ccccc2C(=O)N1CCc1nc(-c2ccccn2)no1 | 0% | 28% | -10% | 16 | 25% | 3%
O=C(NC1CCCC1)C(c1ccncc1)N(C(=O)c1csnn1)C1CCCC1 (centres undefined) | -3% | 10% | 3% | u | 11% | 0%
Cc1nc(SCC(=O)NCC2COc3ccccc3O2)c2c(C)c(C)sc2n1 (centres undefined) | -2% | 58%[activator] | -3% | 5 | 5% | x
CCC(Oc1ccccc1)C(=O)Nc1ccc(C)c(S(=O)(=O)N2CCOCC2)c1 (centres undefined) | -1% | 4% | -6% | -25 | u | x
COC(=O)C1=C(c2cccc(OCc3ccccc3)c2)C[C@@H]2CC[C@H]1N2C(=O)NCCc1ccc(F)cc1 | -4% | -2% | -3% | -20 | u | x
COc1ccc(CNC(=O)Oc2ccccc2)cc1Cl | -16% | 2% | 3% | 77 | -18% | 4%
CCOC(=O)c1cnc(-n2nc(C)cc2C)nc1N1CCOCC1 | -7% | 46%[activator] | -6% | -26 | 11% | 16%
Cc1cc(C)c(S(=O)(=O)Nc2nnc(CC(C)C)s2)c(C)c1 | 1% | 0% | u | 109 | 4% | u
NC1=C(O)C(=O)C(c2ccccc2)O1 (centres undefined) | u | -4% | -8% | 10 | 3% | 16µM*
CCOC(=O)C1=C(N)n2c(s/c(=C\c3ccncc3)c2=O)=C(C(=O)OCC)C1c1ccncc1 (centres undefined) | 4%[57.1 µM] | 7% | 2% | u | -15% | 7%
O=C(NNC(=O)c1c(F)cccc1F)c1ccccc1OC(F)(F)F | -10% | 77%[activator] | -6% | 10 | -3% | 4%
CC1(C)C(=O)Nc2ccccc2N1C(=O)COC(=O)c1cccs1 | x | -2% | x | -32 | -5% | x
CC(=O)Nc1c(-c2ccc(F)cc2)nc2ccccn12 | 6% | -1% | u | -6 | 9% | -3%
O=c1[nH]c2ccc(S(=O)(=O)Nc3ccc(Cl)cc3)cc2o1 | -1% | 4% | 0% | -3 | 8% | x
Cc1ccsc1CN(C)CC(=O)NCC(=O)Nc1ccc(F)cc1 | -1% | 6% | -2% | -28 | 12% | x
O=C(c1ccc(C(F)(F)F)cc1)N1CCC(=O)N(C(COCc2ccc(C(F)(F)F)cc2)Cc2ccccc2)CC1 (centres undefined) | -3% | 1% | 6% | 1 | -28% | 13%
CS/C(=N\S(=O)(=O)c1ccc(Cl)cc1)c1ccccc1 | -8% | -3% | -1% | 11 | -10% | 10%
COc1ccccc1NC(=S)N1CC(C)OC(C)C1 (centres undefined) | 15% | -1% | -9% | -16 | 3% | -1%
NC(=O)c1ccc(N=C2C(=O)Nc3ccc([N+](=O)[O-])cc32)cc1 | x | 0% | -8% | 56 | 17% | u
Cc1csc(NC(=O)Cc2c(F)cccc2Cl)n1 | 6% | 16% | -16% | 22 | 3% | -1%
O=C(O)c1ccccc1NN=C1CCCCC1 | 0% | 63%[activator] | 11% | 93 | 21% | -9%
O=C(O)CC(C(=O)O)n1nc(-c2ccccc2)cc1-c1ccccc1 (centres undefined) | 0% | 0% | -2% | 84 | 18% | 21%
COc1ccc(C(c2nnnn2CC2CCCO2)N2CCC(C(N)=O)CC2)cc1 (centres undefined) | -10% | 1% | -14% | -17 | 11% | 1%
CN1CCN(C(=O)C2=C[C@@H](c3csc4ccccc34)C[C@@H](OCc3ccc(CO)cc3)O2)CC1 | 0% | -2% | 5% | 11 | 16% | 0%
CCC(C)NC(=O)c1c(-c2ccccc2)c(-c2ccccc2)nn(C)c1=O (centres undefined) | -4% | x | 16% | 28 | x | x

Additional structures:
SMILES | Sm TGR block | AMA1-RON2 inh | AmpC inh detg | HCMV antiviral | HCV inh | Giardia FBPA inh
COc1ccccc1/C=C1\CCC(C2CCCC2)C1=O (centres undefined) | -17% | 12% | -2% | -24 | -10% | 1%
O=C(COc1ccc(S(=O)(=O)NCc2ccccc2)cc1Cl)N1CCOCC1 | -8% | -2% | 0% | 11 | -1% | 8%
C[C@@H]1O[C@@H](O[C@H]2C[C@@H](O)[C@]3(CO)[C@H]4[C@H](O)C[C@]5(C)[C@@H](C6=CC(=O)OC6)CC[C@]5(O)[C@@H]4CC[C@]3(O)C2)[C@H](O)[C@H](O)[C@H]1O | -8%&-6% | -4% | u | x | 2.2µM* | 4%
O=C(CC(=O)Nc1ccccc1C(=O)O)NNC(=O)Cc1ccccc1 | 7% | 86%[activator] | 2% | 0 | 14% | 8%
Cc1cc(C)c(CN2CCN(CCCn3cnc(C(=O)Nc4ccc(C)c(C)c4)n3)CC2)c(C)c1 | x | -23% | x | -16 | u | x
Cc1ccc(CNC(=O)CSc2ncc(S(=O)(=O)c3ccc(Br)cc3)c(=O)[nH]2)cc1 | -19% | x | -7% | -21 | x | x
Cc1ccccc1NC(=O)CSc1nnc(-c2cccc(Cl)c2)o1 | 1% | x | 4% | 44 | x | x
O=S(=O)(c1ccc(F)cc1)N1CCN(C(=S)NC2CC2)CC1 | -11% | 0% | -5% | 30 | 2% | x
NS(=O)(=O)c1ccc(CCNC(=O)C2CCN(S(=O)(=O)c3ccccc3)CC2)cc1 | -4% | -11% | -4% | -20 | -14% | 8%

Compound activity: PubChem BioAssay, National Center for Advancing Translational Sciences (NCATS)
